High-throughput results deposited in PubChem BioAssay by Sanford-Burnham Center for Chemical Genomics.
TAG inh: inhibitors of triacylglycerol accumulation, primary screen, cell-based, uHTS, fluorescence, H9c2. H9c2 cells, Nile Red lipid (TAG) fluorescence; cells loaded with 200 µM oleic acid. inhibition, % at 12.5 µM. actives 0.66% (n = 230,000);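 active = pattern-corrected inhibition of lipid staining of at least 50% with the nuclear-stain viability signal not falling by more than 50%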;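 also: 0% = DMSO wells and 100% = triacsin C control wells; some results filed as inactive read as strong as hits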
TAG inh DAPI viability: also measured in TAG inh; calls as there; DAPI nuclei signal change (viability), lower = more cytotoxic, %;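 whole-well DAPI fluorescence read on a plate reader as a viability signal; minus 50 percent equals half of cells still viable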
Active calls of the source: *; & = joins results of further samples. This is a subset; count on the stated rates, not on these rows.

The opening two records as a preview:
SMILES | TAG inh | TAG inh DAPI viability
CC(C)Oc1ccc(CCN=C(N)N=C(N)N)cc1Cl | 5 | 14
CC(=O)c1cccc(S(=O)(=O)NCC(c2ccco2)N2CCCCC2)c1 (stereo not given) | 15 | -5

The whole of this part (from the top)
SMILES | TAG inh | TAG inh DAPI viability
CC(C)Oc1ccc(CCN=C(N)N=C(N)N)cc1Cl | 5 | 14
CC(=O)c1cccc(S(=O)(=O)NCC(c2ccco2)N2CCCCC2)c1 (stereo not given) | 15 | -5
Cc1cccc(C(=O)N2CCC(=O)N(C(COCc3ccc(Cl)cc3)Cc3ccccc3)CC2)c1 (stereo not given) | -16 | 1
CCOc1cc(C(=O)Nc2ccc(S(=O)(=O)NC3=NCCCCC3)cc2)cc(OCC)c1OCC | 2 | -15
COc1ccccc1NC1=NC(C)(C)N=C(N)N1 | 1 | 9
CCCC(=O)O[C@]1(C(=O)CO)CC[C@H]2[C@@H]3CCC4=CC(=O)CC[C@]4(C)[C@H]3[C@@H](O)C[C@@]21C | 10 | 12
O=C1c2ccccc2C(=O)N1/N=C/c1ccc(Oc2ccc([N+](=O)[O-])cn2)cc1 | 0 | -2
CC1CCc2[nH]c3ccc(C(=O)N4CCCC(C(F)(F)F)C4)cc3c2C1 (stereo not given) | 12 | 5
CCSc1nc2nccnc2c(=O)[nH]1 | 3 | -5
O=C(Nc1nnc(-c2ccccc2)o1)c1ccc(Cl)cc1 | 8 | -7
CCCn1c(N)c(N2CCCCC2)c(=O)n(CC(=O)Nc2ccc(C(C)=O)cc2)c1=O | 4 | 0
COc1ccc(C(=O)COC(=O)c2cc(S(=O)(=O)N3CCCCC3)ccc2N2CCOCC2)c(OC)c1 | 38 | -5
Cc1ccc(CSCC(=O)NCc2ccc3c(c2)OCO3)cc1 | -5 | -2
Cc1ccc(S(=O)(=O)N(C)CC(=O)OCC(=O)N2CCCC2=O)cc1 | 1 | 1
c1ccc(Cc2nc3ccccc3n2Cc2ccccc2)cc1 | 1 | 16
COc1ccc(NC(=O)CN(C)S(=O)(=O)c2cccc3cccnc23)cc1 | 2 | 3
NC(=O)c1oc2ccccc2c1NC(=O)c1nc2ccccc2s1 | -24 | 7
Cc1ccc(OCCn2c(CCCO)nc3ccccc32)cc1 | -14 | 10
Cc1n(C)c2cc(Cl)ccc2[n+]1Cc1ccccc1 | -10 | 6
Fc1cccc(Cl)c1Cn1nnc(-c2ccc3c(c2)OCO3)n1 | 20 | 3
CCN1CCCC1CNC(=O)c1cc2c(-c3ccc(Cl)cc3)nn(C)c2s1 (stereo not given) | 53* | 56*
CC(O)CC(C(=O)NNc1ccccc1)C(=O)NNc1ccccc1 (stereo not given) | 2 | -10
O=C(c1ccccc1)N1N=C(c2ccc(F)cc2)CC1c1ccc(F)cc1 (stereo not given) | 3 | 2
Cc1ccc(S(=O)(=O)Nc2ccc(S(=O)(=O)Nc3cc(C)nc(C)n3)cc2)cc1 | 1 | 1
COc1ccc(Cl)cc1NC(=O)NC(C)C(C)(C)C (stereo not given) | 1 | 2
COc1ccc(/C=N/NC(=O)c2cc(C(C)(C)C)[nH]n2)cc1COc1ccc(F)cc1F | 11 | 1
COc1ccc(OC)c(/C(O)=C/C(=O)C(=O)Nc2cc(C)ccc2OC)c1 | 4 | -4
N/C(=N\OC(=O)CC(c1ccccc1)c1ccccc1)c1cccnc1 | 0 | -7
O=C(CSc1nc2scc(-c3cccs3)c2c(=O)n1CCc1ccccc1)N1CCCC1 | 5 | -1
CC(=O)c1ccc(N2CCN(C(=O)c3ccc(Cl)c(S(=O)(=O)NC4CC4)c3)CC2)c(F)c1 | 10 | -12
COc1ccccc1/C=C/C(=O)Nc1nc(N)n(-c2ccccc2)n1 | -1 | 1
CN1C(=O)CC(n2c(CO)nc3ccccc32)C1=O (stereo not given) | -7 | 2
CCC(=O)N1c2ccc(S(=O)(=O)CCC(=O)NCCC3=CCCCC3)cc2CC1C (stereo not given) | -8 | 3
COc1cccc(S(=O)(=O)NCc2ccc(C(=O)N3CCN(c4ccccc4OC)CC3)cc2)c1 | 19 | -9
CCOC(=O)C1C(=O)C=C(c2ccc(Br)cc2)CC1c1ccco1 (stereo not given) | -10 | 0
N#C/C(=C1/C(=O)Nc2ccc(Br)cc21)c1ccccn1 | -8 | -4

Molecules from the list above with two or more sulfur atoms (2):
SMILES | TAG inh | TAG inh DAPI viability
Cc1ccc(S(=O)(=O)Nc2ccc(S(=O)(=O)Nc3cc(C)nc(C)n3)cc2)cc1 | 1 | 1
O=C(CSc1nc2scc(-c3cccs3)c2c(=O)n1CCc1ccccc1)N1CCCC1 | 5 | -1

Next results follow.
SMILES | TAG inh | TAG inh DAPI viability
CCOC(=O)C1CCN(c2c(Nc3ccc(C)c(C)c3)c(=O)c2=O)CC1 | 5 | -3
CC(=O)Oc1ccccc1-n1c(C)nc(=O)c(-c2ccccc2)c1C | -9 | -1
NC(=S)NC1CC2CC1C1C=CCC21 (stereo not given) | 1 | 4
O=C(COc1ccccc1)NCc1nnc(SCC(=O)Nc2nccs2)n1-c1ccccc1 | 19 | -6
CC1CCC(NC(=O)CCNS(=O)(=O)c2ccccc2)CC1 (stereo not given) | 7 | 2
Cc1cccc(OCCN2C(=O)c3ccccc3C2=O)c1 | -4 | -6
COc1ccc(-c2nc(-c3ccncc3)no2)c(OC)c1 | -4 | 1
CCN(CC(=O)NCc1cccs1)C(=O)c1cccc(S(=O)(=O)NC)c1 | 5 | 4
O=C(O)CCC(=O)Nc1ccc(N=Nc2ccccc2)cc1 | -5 | 8
COC(=O)C(=Cc1ccncc1)c1cccc2ccccc12 | -13 | -11
O=C(O)c1cccc(N/N=C/c2ccc(-c3ccccc3)cc2)c1 | 20 | 7
Cc1ccc(CNC(=O)CCS(=O)(=O)c2cc3c(cc2C)NC(=O)CO3)cc1 | -7 | 4

Rewritten comma-delimited: 6 of the compounds above.
compound,TAG inh,TAG inh DAPI viability
CCN(CC(=O)NCc1cccs1)C(=O)c1cccc(S(=O)(=O)NC)c1,5,4
CC(=O)Oc1ccccc1-n1c(C)nc(=O)c(-c2ccccc2)c1C,-9,-1
O=C(COc1ccccc1)NCc1nnc(SCC(=O)Nc2nccs2)n1-c1ccccc1,19,-6
Cc1cccc(OCCN2C(=O)c3ccccc3C2=O)c1,-4,-6
O=C(O)c1cccc(N/N=C/c2ccc(-c3ccccc3)cc2)c1,20,7
COC(=O)C(=Cc1ccncc1)c1cccc2ccccc12,-13,-11

(cont.)
SMILES | TAG inh | TAG inh DAPI viability
CCN(CC)c1ccc(NC(=O)COC(=O)c2ccc3ccccc3n2)cc1 | 8 | -25
O=C(O)c1ccc(-c2nn3c(=O)cc(N4CCNCC4)nc3s2)cc1 | 1 | 0
CCOc1ccc(NC(=O)CC2C(=O)NCCN2C(=O)Nc2ccccc2)cc1 (stereo not given) | 11 | -3
O=C(c1cnc(Cl)c(Cl)c1)N1CCC(Cc2ccccc2)CC1 | -15 | -6
Oc1cccc(C=NN=C2c3ccccc3-c3ccccc32)c1 | 8 | 5
CCCCS(=O)(=O)N1CCN(S(=O)(=O)c2cccs2)CC1 | 1 | 3
CC1(CCc2ccccc2)NC(=O)N(CC(=O)N2CCc3ccccc32)C1=O (stereo not given) | 11 | -8
COc1ccc(C)cc1NC(=O)C(=O)c1cn(CC(=O)N2CCCC2)c2ccccc12 | 26 | 1
CCOCC(=O)Nc1nnc(COC)s1 | -6 | 17
CN(C)CCOC(c1ccccc1)c1ccccc1 | -14&6 | 9&-2
COc1ccc(S(=O)(=O)NNC(=O)C(=O)NNc2ccccn2)cc1 | -1 | -11
O=C(COC(=O)COc1ccccc1F)NCc1ccco1 | 12 | 0
Cc1cccc(Cn2nc(C)cc2NC(=O)Cn2cc([N+](=O)[O-])cn2)c1 | -19 | -3
CCCCCN(C(=O)CCC(=O)OCC(=O)c1ccc(C(C)(C)C)cc1)c1c(N)n(CCCC)c(=O)[nH]c1=O | 7 | -5
Cc1cccc(CSc2nnc3c(n2)[nH]c2ccccc23)c1 | -20 | 1
O=C(c1ccc2nc(N3CCOCC3)sc2c1)N1CCN(C(=O)c2ccco2)CC1 | -9 | -1
CCOc1ccc(CCNC(=O)COC(=O)COc2ccc(Br)cc2)cc1OCC | -5 | 3
COc1ccc(C(CNC(=O)C2CC(=O)N(Cc3ccccc3)C2)N2CCCC2)cc1 (stereo not given) | -13 | 10
COc1ccccc1C(=O)Nc1nnc(SCC(=O)NC2CCCC2)s1 | 4 | 6
Cc1ccc(S(=O)(=O)NNC(=S)Nc2ccc(Cl)cc2)cc1 | 5 | -8
CN(C)Cc1nc2ccccc2c(=O)n1CC(=O)Nc1cccc(S(=O)(=O)N2CCOCC2)c1 | 14 | -1
COc1ccc(S(=O)(=O)N(C)Cc2cccs2)cc1Br | -9 | 13
COc1cccc(C2CC(=O)Nc3cc4c(cc32)CCC4)c1 (stereo not given) | 7 | 7
C=CCN1C(=O)CC(C(=O)NC)SC1=Nc1ccc(C(=O)OCC)cc1 (stereo not given) | 16 | -3
COc1ccccc1N1CCN(C2CCN(C(=O)c3cccs3)CC2)CC1 | 14 | -6
CCCn1c(N2CCN(CC(=O)c3c(C)n(C)c4ccccc34)CC2)nc2c1c(=O)[nH]c(=O)n2C | -4 | 4
O=C(Nc1ccccc1Sc1ccccc1)c1ccccc1 | 5 | -5
COc1ccc(S(=O)(=O)N(CC(=O)NCc2cccnc2)Cc2ccccc2)cc1 | -5 | 4
COc1cc(CO)cc(Br)c1OCC(=O)Nc1cccc2ccccc12 | -5 | 6
COc1ccc(N2C(=O)C3CCCN3C2c2cccc(C)c2)cc1Cl (stereo not given) | 17 | -9
Fc1cccc(/C=N/Nc2ccc3ccccc3n2)c1 | -11 | 0
N#CC1=C(N)Oc2n[nH]c(-c3cccs3)c2C1c1ccccc1C(=O)O (stereo not given) | -3 | 3
CCOC(=O)C1CCN(C(=O)C(CCSC)NC(=O)c2ccccc2OC)CC1 (stereo not given) | -23 | 5
COc1ccc(C(C)(O)c2nc(-c3cccc(C(C)C)c3)cs2)cc1 (stereo not given) | -13 | 3
O=C(c1cc(-c2ccccc2)on1)N1CCN(c2ccccc2)CC1 | 0 | 5
CCNC(=S)N1CCN(CCN=CC2=C(O)CC(C)(C)CC2=O)CC1 | -1 | 1
Cc1ccc(S(=O)(=O)C2(C(=O)Nc3nccs3)CC2)cc1 | -8 | -4
CN(C)CCCOc1ccc(-c2ccc3nncn3c2)cn1 | -4 | 2
O=C(CCC1CCCC1)Nc1ccc(OCC(=O)N2CCOCC2)cc1 | 51* | 4.6*
O=C(Nc1ccccn1)NC1CCCCC1 | 1 | -4
N#Cc1ccc(N/N=C/c2ccccc2)c([N+](=O)[O-])c1 | 15 | -15
CC(C)CC1=NC(C(F)(F)F)(C(F)(F)F)c2c(n(CC(C)C)c(=O)[nH]c2=O)N1 | -5 | -1
COc1ccc2c(c1)-c1ccccc1S(=O)(=O)N(C)C2 | 4 | -10
O=C(O)CNS(=O)(=O)c1ccc2[nH]c(=O)c(=O)[nH]c2c1 | 9 | -14
Cc1cccc(-c2c3c(=O)n(C)c(=O)n(C)c3cn2CC2CCCO2)c1 (stereo not given) | -13 | -1
Oc1ccc(N2CCN(c3nnnn3-c3ccccc3)CC2)cc1 | -7 | -14
COc1cccc(-n2cnc3sc(-c4ccccc4)cc3c2=O)c1 | -4 | -9
Cc1onc(-c2c(F)cccc2Cl)c1C(=O)Nc1sc2c(c1C#N)CCC(C(C)(C)C)C2 (stereo not given) | 20 | -3
CCOC(=O)C1(C)NC(c2ccc(N(C)C)cc2)C2C(=O)N(c3ccc(OC)cc3)C(=O)C21 (stereo not given) | -1 | 2
CCN(CC)c1nc(C)c(C(=S)Nc2cc([N+](=O)[O-])ccc2Cl)s1 | -2 | -4
CCC(C)C(NC(=O)c1ccccc1)C(=O)N1CCN(C(=O)c2ccccc2)CC1 (stereo not given) | 9 | 2
O=C(NCCN1CCOCC1)/C(=C\c1ccc(Br)cc1)NC(=O)c1cccs1 | 10 | -9
S=C(NCCc1c[nH]c2ccccc12)NC1CCCC1 | 5 | 2
CNC(=O)c1cccc(NC(=O)c2cc(-c3ccccc3)nc3c2cnn3C(C)C)c1 | 23 | 1
CS(=O)(=O)c1ccccc1C(=O)Nc1cc(Cl)ccc1-n1cncn1 | 9 | -6
CCCCN=C1NN=C(c2cc3ccccc3o2)CS1 | 9 | 8
CC(OC(=O)CNC(=O)c1ccc(Br)cc1)C(=O)NC1CCCCC1C (stereo not given) | -8 | 2
CCOc1ccc(NS(=O)(=O)c2ccc(Cl)c(N=Nc3c(O)[nH]c(=S)[nH]c3=O)c2)cc1Br | 0 | 1
CC(C)CCN1CCC(CN2C(=S)NC[C@@H]2Cc2ccccc2)CC1 | -30 | 17
CCN1CCN(S(=O)(=O)c2ccc(Cl)c(C(=O)NC3CCCCC3)c2)CC1 | -4 | 1
COc1ccc(-c2nc(Cn3c(SCc4cccc(F)c4)nc4ccncc43)c(C)o2)cc1OC | -1 | 11
CN(C)CCCNc1oc(-c2ccc(Cl)cc2)nc1S(=O)(=O)c1ccccc1 | 2 | 13
